# NPY-Y2 antag: blocks the human neuropeptide Y Y2 receptor; P49146; NPY-Y2 expressing cells, antagonist mode; inhibition, % at 2.7 µM; 0.99% of 140,000 active; AID 793; in the data active means inhibition above about 17%;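 further: 0% = vehicle with agonist challenge and 100% = reference antagonist with challenge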
# Target sequence (P49146 whole entry, looked up): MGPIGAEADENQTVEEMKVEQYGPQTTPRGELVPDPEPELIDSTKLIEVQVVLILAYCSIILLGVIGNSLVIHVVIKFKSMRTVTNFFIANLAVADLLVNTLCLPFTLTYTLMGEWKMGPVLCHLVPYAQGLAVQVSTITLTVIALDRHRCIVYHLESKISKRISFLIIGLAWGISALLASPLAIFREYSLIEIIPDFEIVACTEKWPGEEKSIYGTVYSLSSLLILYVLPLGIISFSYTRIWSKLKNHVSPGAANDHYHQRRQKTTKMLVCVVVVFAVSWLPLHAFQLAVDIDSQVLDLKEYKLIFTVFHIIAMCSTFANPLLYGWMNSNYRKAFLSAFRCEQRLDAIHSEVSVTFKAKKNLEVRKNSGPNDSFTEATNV
# Yeast growth inh: reduces growth of yeast BB579 in restrictive medium | S. cerevisiae BB579 growth, OD615, 48 h | inhibition, % at 10 µM | 0.51% of 140,000 active;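 active means inhibition above a set limit, 3 SD over the mean compound inhibition, cut at about 44% in these data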; further: inactives centre near -24
#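 Material: Saccharomyces cerevisiae DeaD strain BB579, replicative lifespan model yeast; buffer or medium: CSMM-D restrictive synthetic medium containing dextrose (glucose); compound: 10 µM single dose, DMSO 0.25%; timing: 48 h compound exposure at 30 °C after 4 h preincubation; signal: turbidity as optical density at 615 nm; benchmarks: positive control amphotericin B 10 µg/mL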
# Yeast lifespan up: extends the lifespan of yeast; S. cerevisiae growth with nicotinamide, OD615; deaD strain in restrictive glucose medium; inhibition of the nicotinamide effect, % at 10 µM; 0.68% of 130,000 active;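 active means inhibition above a set limit, placed 3 SD over the median of all compounds, cut at about 26% in these data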;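 further: 0% = nicotinamide-treated wells and 100% = cells grown without nicotinamide; some compounds called inactive have numbers as strong as hits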
#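 assay system = DeaD-strain S. cerevisiae | measured by = absorbance at 615 nm | probe or stimulus = nicotinamide 1.5 mM | buffer or medium = CSMM-D glucose medium, restrictive | times = 48 h at 30 °C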
# HCT116 PTEN-null: PTEN-deleted cell growth suppression; viability, % at 10 µM; HCT116 PTEN-null viability, CellTiter-Glo, 60 h; stronger effect = lower value; 1.2% of 140,000 active;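 active means viability at or below a set limit, 4 SD under the median of all tested compounds, cut at about 3.7% in these data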;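 further: PTEN knockout HCT116 line with beta catenin targeted HCT116 as companion control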
# GALR2 blocker: antagonists of human galanin receptor 2 (GALR2) | O43603 | GALR2-expressing cells, antagonist mode | inhibition, % at 4 µM | 0.39% of 140,000 active | AID 828; in the data active means inhibition above about 27%;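 further: cells stimulated with galanin 1-16 at roughly its EC80; 0% = agonist challenge control and 100% = basal control without agonist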
# Target sequence (O43603 whole entry, looked up): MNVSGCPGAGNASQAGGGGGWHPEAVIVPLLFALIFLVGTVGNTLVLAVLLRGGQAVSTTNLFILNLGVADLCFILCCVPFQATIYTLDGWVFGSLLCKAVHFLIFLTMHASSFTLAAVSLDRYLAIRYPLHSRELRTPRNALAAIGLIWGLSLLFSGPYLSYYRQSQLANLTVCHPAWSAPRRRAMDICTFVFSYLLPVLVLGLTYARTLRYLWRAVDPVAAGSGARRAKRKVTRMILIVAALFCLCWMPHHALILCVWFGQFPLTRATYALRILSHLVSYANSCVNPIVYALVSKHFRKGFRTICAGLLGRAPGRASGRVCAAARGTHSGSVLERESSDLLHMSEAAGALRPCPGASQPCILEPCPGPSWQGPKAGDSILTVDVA
# Phagocytosis inh: macrophage phagocytosis inhibition; J774A.1 macrophage IgG-bead phagocytosis, imaging; inhibition, % at 5 µM; 0.07% of 110,000 active;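 active means inhibition above the mean of the plate negative controls plus 5 SD, cut at about 13% in these data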;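 further: phagocytic index as fraction of beads internalized from green versus red external bead signal; plate controls were DMSO negative control for no effect and cytochalasin-D positive control for full effect; some results beyond the cut were filed as inactive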
# HCT116 bCat-KO: beta-catenin-lacking colon tumor cell growth suppression; 1.5% of 140,000 active; AID 818; HCT116 beta-catenin knockout viability, CellTiter-Glo, 60 h; stronger effect = lower value; viability, % at 10 µM;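 active means viability at or under a set limit, the compound median less 4 SD, cut at about 6% in these data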;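 further: 0% = Hyamine 1622 control at 20 µM and 100% = untreated cell control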
# E-sel TNF inh: TNF alpha driven E-selectin expression inhibition; HUVEC TNFa-induced E-selectin immunofluorescence, high content; inhibition, % at 2 µM; 0.71% of 120,000 active;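 active means inhibition above the batch mean plus 3 SD, and confirmed as a hit on visual image review, cut at about 43% in these data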;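 further: 0% = TNF-stimulated DMSO wells and 100% = unstimulated control wells; not every result past the cut was called active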
# Measles CPE: protection of cells from measles virus; 1.5% of 140,000 active; AID 841; Measles virus-infected cells, CPE protection, absorbance; protection (pct of control), % at 4 µM; in the data active means protection mostly above about 24%, no sharp cut-off; inactive means mostly below about 26%; further: some compounds called inactive have numbers as strong as hits
# MRP-1 activ: activators of MRP-1 | H69AR cells + doxorubicin, viability rescue, CellTiter-Glo | viability increase, % at 10 µM | 0.61% of 140,000 active | AID 799;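 active means viability gain under doxorubicin at or above a set limit, the compound median plus 3 SD, cut at about 4.7% in these data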;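 further: MRP-1 overexpressing cells given doxorubicin 25 µM after compound pretreatment; 18-22 h compound pretreatment then 72 h with doxorubicin before readout; 0% = doxorubicin-only wells and 100% = vehicle-treated cells without doxorubicin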
# The depositor's hits bear a star; x = no result given; & = joins results of further samples.
# Below each SMILES – NPY-Y2 antag	Yeast growth inh	Yeast lifespan up	HCT116 PTEN-null	GALR2 blocker	Phagocytosis inh	HCT116 bCat-KO	E-sel TNF inh	Measles CPE	MRP-1 activ
> CCOC(=O)C1=C(C)NC(=O)NC1c1ccc(OCC(=O)N2CCCCC2)cc1 (stereo unspecified)
 : 4.9	-9.5	-7.6	94.5	3.7	-0.4	97.2	x	19.9	-1.5
> O=C(C1CCC(N2C(=O)C3CC=CCC3C2=O)CC1)N1CCCCC1 (stereo unspecified)
 : 1.6	-21.7	-16.7	104.5	2.5	4.4	103.4	-11.2	0.8	0.6
> COCCCn1c(=S)[nH]c2ncccc2c1=O
 : 2.9	-11.8	-18.2	94.5	3.5	1.9	92.9	-25.1	1.9	-2.5
> Cc1cccc2cc(COC(=O)C3CCCO3)c(=O)[nH]c12 (stereo unspecified)
 : 2.2	-33.7	-6.3	102.2	2.0	-0.2	94.7	x	21.1	0.0
> COC(=O)c1c(NC(=O)c2ccc(C)cc2)sc(Cc2ccccc2)c1C
 : 1.3	-22.7	1.2	79.4	-2.1	0.5	77.5	2.2	0.4	0.4
> CC(=O)N1CCc2cc(S(=O)(=O)NC(Cc3ccccc3)C(=O)Nc3cc(C)ccn3)ccc21 (stereo unspecified)
 : -0.2	-21.5	-9.1	86.9	28.6*	1.3	100.2	9.0	3.4	2.0
> Cc1ccc2c(C)c(C(=O)Nc3c(C)n(C)n(-c4ccccc4)c3=O)oc2c1
 : 1.6	-42.8	-3.3	87.1	4.2	-0.5	84.2	-11.4	12.2	-3.6
> NN1C(=O)c2cccc3c(C(=O)O)ccc(c23)C1=O
 : 2.3	-30.6	8.0	96.5	10.4	-13.6	89.6	x	10.4	-0.3
> CN(C)c1ccc(C2N(C(=O)N3CCOCC3)CCN2S(=O)(=O)c2ccccc2)cc1 (stereo unspecified)
 : 2.4	20.8	-8.5	96.8	-8.6	0.2	97.9	x	22.9	-0.7
> CNCCCC12CCC(c3ccccc31)c1ccccc12
 : 10.2&3.7	-17.2&-16.0	2.6&-25.0	31.6&28.4	-6.7&9.8	x	46.8&32.8	10.0	8.1&4.2	-3.8&-5.5
> CC(OC(=O)C1CCCO1)C(=O)NC1CCCC1 (stereo unspecified)
 : 1.5	-1.8	-17.2	97.0	6.2	-0.4	103.3	50.4	5.6	-1.4
> CCCc1cc(-c2[nH]ncc2-c2ccc3c(c2)OCCCO3)c(O)cc1OC
 : 2.2	-31.9	-15.5	62.2	-18.7	3.1	63.3	-12.2	11.8	-2.0
> CCCCc1ccc(N=N/C(C(=O)Nc2ccccc2OC)=C(/C)O)cc1
 : -1.2	-57.7	14.3	81.0	0.7	-10.6	73.4	x	11.8	2.1
> O=C(NC1CCCc2ccccc21)C1CCN(S(=O)(=O)c2ccccc2F)CC1 (stereo unspecified)
 : 1.5	-18.1	0.2	89.3	-14.1	x	92.6	x	13.0	-3.5
> COc1ccc(Br)c(/C=N/NC(=O)COc2ccc(-c3ccccc3)cc2)c1
 : 7.0	-17.9	-18.3	83.2	-15.8	-0.8	87.8	-5.5	8.5	-3.1
> C=CCn1c(SCC(=O)NC(=O)c2cccc([N+](=O)[O-])c2)nnc1-c1ccccc1F
 : 4.8	-56.2	2.8	94.0	2.6	-1.4	95.9	-2.5	3.8	0.1
> CN(Cc1cccs1)CC(O)COCc1ccco1 (stereo unspecified)
 : 3.5	-48.9	-3.0	100.5	-3.2	0.2	98.8	4.3	7.4	-0.7
> Oc1ccc(N=Nc2n[nH]c(-c3ccc(Cl)cc3)n2)cc1
 : -0.7	-26.2	-3.2	31.6	2.6	-3.5	53.3	-9.9	0.9	-3.9
> CCC(=O)N1c2ccccc2-c2nnc(SC)nc2OC1c1ccc(OC)c(OC)c1 (stereo unspecified)
 : 0.7	-14.5	-6.6	116.5	-0.6	-0.5	102.6	18.9	10.6	-2.3
> O=C(O)c1ccc(/C=N/Nc2nnnn2-c2ccccc2)cc1
 : 2.7	-22.1	-3.4	96.7	5.1	-4.7	97.7	-0.5	6.7	-2.6
> CCOC(=O)N1CCN(C(=O)c2ccc(N(C)S(C)(=O)=O)cc2)CC1
 : 0.7	-17.4	-0.2	104.5	7.7	-0.8	97.5	9.2	4.2	-0.8
> C=COC(=O)CSc1nc(-c2cccs2)ccc1C#N
 : 0.3	-31.7	-27.3	77.0	7.7	-0.6	96.1	x	19.6	-0.5
> CC(=O)OC1=C(C#N)Cn2ccc3cccc1c32
 : 1.4	-64.7	35.2	90.3	-0.6	0.8	86.1	3.5	57.5*	-2.4
> CCc1nnc2n1N=C(c1ccc(-c3cc(Cl)ccc3Cl)o1)CS2
 : 3.3	-47.9	-13.0	1.7*	-3.6	-0.6	1.4*	x	27.9	-2.5
> COC(=O)c1cc(NC(=S)Nc2cc(Cl)cc(Cl)c2)cc(C(=O)OC)c1
 : 0.3	-32.4	27.1*	60.6	5.1	-4.2	66.0	-8.5	6.6	-3.9
> c1ccc2sc(Cc3nnc4n3CCCCC4)nc2c1
 : 1.2	-28.3	-5.1	83.6	13.2	-0.8	78.9	15.2	14.0	-4.9
> CCCCNc1nc2ccccc2[nH]1
 : 3.2	-38.0	-7.6	98.5	-6.8	-0.6	92.3	-0.3	20.2	-3.1
> O=C(CN1CCCCCCC1)N/N=C/c1ccc(F)cc1F
 : 5.8	-15.5	6.6	93.0	7.6	-0.2	102.9	-2.4	15.8	-1.5
> Cn1c(CN2CCCC2)nc2cc(NC(=O)C3CCCCC3)ccc21
 : 1.6	-15.0	-28.4	101.3	-6.9	x	89.7	7.7	6.0	-1.4
> O=C(Nc1ccc(S(=O)(=O)N2CCCCC2)cc1)C1CCCN(C(=O)c2ccc(Cl)cc2)C1 (stereo unspecified)
 : -2.2	-22.7	-4.1	39.9	4.6	-1.0	40.3	x	8.9	-3.6

# More results follow:
# Below each SMILES – NPY-Y2 antag	Yeast growth inh	Yeast lifespan up	HCT116 PTEN-null	GALR2 blocker	Phagocytosis inh	HCT116 bCat-KO	E-sel TNF inh	Measles CPE	MRP-1 activ
> CCCNS(=O)(=O)c1ccc(OCC(=O)NCc2ccc3c(c2)OCO3)cc1
 : -0.3	-39.7	-1.5	112.9	2.4	0.9	101.2	-10.0	9.5	-0.1
> COc1ccccc1N(CC(=O)N/N=C/c1c(O)ccc2ccccc12)S(C)(=O)=O
 : -0.9	-22.4	19.5	7.5	12.4	-2.1	7.8	0.7	7.3	2.3
> Fc1cccc(Cl)c1CSc1ncn[nH]1
 : 1.8	-21.4	-11.3	105.6	10.0	x	96.3	-46.5	7.0	4.4
> CCOc1ccc(C(=O)NCc2ccccn2)cc1
 : 1.8	-7.6	-10.9	98.5	9.2	-0.8	104.4	x	22.2	0.2
> CN(C)CCCNC(=O)c1ccc(Cl)c(S(=O)(=O)N(C)c2ccccc2)c1
 : -0.1	-37.9	8.2	87.5	-1.5	0.8	74.6	16.6	4.4	0.2
> CCc1nn2cc(C(=O)c3cc(Cl)ccc3O)cnc2c1-c1ccc(F)cc1
 : 6.5	-32.5	5.5	17.8	-8.7	-9.7	42.8	x	17.4	-4.9
> COCCN1C(=O)N[C@@H](c2ccc(Br)cc2)C(C(=O)OC)=C1C
 : 0.6	-42.0	-0.3	87.6	4.2	x	97.0	-2.0	6.8	-0.2
> Cc1ccc(SC(C)C(=O)NCC(C)C)cc1 (stereo unspecified)
 : -0.2	-24.9	-1.6	93.2	16.7	4.3	89.3	-6.9	6.0	-2.0
> COc1ccc(CCCc2nnc(SCC(=O)N/N=C\c3ccc(O)c(OC)c3)o2)cc1C
 : 7.3	-27.5	-24.1	69.4	11.0	x	66.5	-18.6	24.8	-3.3
> Cc1ccccc1C(=O)NNC(=S)NC(=O)COc1ccccc1
 : -1.2	70.3*	11.5	58.0	-2.5	0.3	57.9	31.5	3.7	-2.9
> COc1ccc(OCC(=O)Nc2ccc(S(=O)(=O)N3CCOCC3)cc2)cc1
 : -1.4	-1.0	-5.9	101.5	-8.4	-1.8	96.1	11.7	8.8	-2.7
> O=S(=O)(c1ccc(C2CCCCC2)cc1)N1CCCC1
 : 1.6	-23.0	-4.2	84.9	3.3	-3.9	87.1	26.6	1.7	-1.6
> O=C(Nc1cccc2ccccc12)/C(=C/c1ccc([N+](=O)[O-])cc1)NC(=O)c1ccccc1
 : -0.6	-1.1	-10.5	75.1	-2.5	x	81.2	23.8	31.7	-1.6
> Cc1cc(-n2c(C)cc(C(=O)CN3C(=O)NC4(CCCCCC4)C3=O)c2C)no1
 : -0.3	-19.8	-0.3	92.2	-13.9	0.8	90.8	22.3	2.5	-1.6
> Cc1sc(NC(=O)CSc2nnc3scc(-c4ccccc4)n23)c(C#N)c1C
 : -0.8	-50.2	-1.9	96.3	2.6	-1.5	91.7	x	2.6	-1.3
> COc1ccc(-n2c(=O)[nH]cc(C(=O)N3CCCc4ccccc43)c2=O)cc1
 : 0.1	5.1	1.4	94.6	-0.7	-0.9	89.3	x	7.5	-0.9
> COc1ccccc1/C=C(/CC(=O)NCc1ccccc1)c1nc2ccccc2s1
 : 4.8	-13.9	-1.4	79.1	-5.2	-9.3	83.2	x	14.6	-4.0
> Cc1ccccc1C(=O)NNC(=O)c1ccoc1C
 : 1.1	-23.5	-6.7	78.5	-1.3	x	91.8	-43.2	12.3	-2.0
> Cc1cc(N2CCC(C(=O)NCC3CC3)CC2)nc(-c2ccccc2)n1
 : -2.7	-84.2	2.7	102.4	0.5	0.3	98.0	-43.7	17.6	-2.0
> CC(C)[C@H](NC(=O)C1(c2ccccc2)CCN(C(=O)OC(C)(C)C)CC1)C(=O)O
 : 1.5	-49.5	15.6	97.8	2.5	-0.8	93.8	-12.5	7.1	-0.2
> CCCN1C(=O)/C(=c2\s/c(=C3\C=Cc4ccccc4N3CC)c(=O)n2-c2ccccc2)SC1=S
 : 3.2	-38.2	4.7	98.9	-9.7	0.5	96.6	-7.1	7.3	0.5
> Fc1ccc(C2CC(c3ccc(F)cc3)n3ncnc3N2)cc1 (stereo unspecified)
 : -0.5	-55.4	-7.1	95.4	-5.9	0.8	91.2	36.0	22.6	-1.1
> Cc1noc(C)c1COC(=O)CCc1ccc(S(=O)(=O)N2CCCCC2)cc1
 : -0.9	-97.8	1.7	104.4	-4.6	-0.8	96.7	8.2	23.2	-0.1
> COC(=O)N(C)c1ccccc1C(=O)N1CCOCC1
 : -0.4	-13.4	19.3	92.9	1.1	-2.2	94.1	-39.0	11.4	-0.6
> Cc1cc(=O)[nH]c(NN=C(CC(C)C)CC(C)C)n1
 : 0.1	-36.1	-4.3	92.9	3.3	-7.6	95.0	-0.4	9.7	-1.1
> COc1ccc(/C=C(\NC(=O)c2ccccc2)C(=O)N/N=C/c2sccc2C)cc1
 : 8.8	-29.1	2.3	59.1	-1.6	-5.9	55.4	x	1.0	-3.1
> CCOC(=O)c1sc2ccccc2c1OC(=O)c1ccccc1OC
 : 4.4	-25.5	16.4	87.6	-13.9	-9.0	81.8	15.3	9.1	2.9
